HSF1 activator: HSF-1 activators, primary screen, NIH3T3-HGL cells, MG132 stress, luminescence, single point. NIH3T3-HGL HSF-1 luciferase reporter, 8 h; 100% = twice DMSO control signal. activation, % at 9 µM. hit rate 1.7% among 300,000. AID 504408, 2011;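 active means mean replicate activation of at least 50% with a set share of replicates each reaching 50%; inconclusive means only one of those two conditions met; inactive means mean below 50% and too few replicates reaching it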;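 further: 0% = median of the neutral control wells and 100% = twice that signal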
aSyn UTR inh: MLPCN primary screen, SNCA 5' untranslated region; alpha-synuclein 5'UTR reporter, inhibitor activity; inhibition, % (tested at 7.5 µM); hit rate 0.82% among 300,000; AID 1813, 2009; in the data active means inhibition above about 60%; inconclusive means no clear call, values can overlap the other calls;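 further: H4 neuroglioblastoma cells stably carrying SNCA 5'UTR luciferase fusion; 0% = DMSO wells and 100% = positive control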
GSK3A inh: blockers of GSK3A enzyme activity – biochemical, luminescence, cell-free homogeneous, HTS, primary screen; Glycogen synthase kinase-3 alpha (Homo sapiens), P49840; hit rate 0.1% among 320,000; inhibition, % at 10 µM; GSK-3 alpha kinase, ADP-Glo luminescence, 60 min;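 in the data active means inhibition above about 50%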;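 further: GST-tagged GSK-3 alpha with peptide substrate and 25 µM ATP; 0% = DMSO neutral wells and 100% = GW8510 positive control wells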
Target sequence (P49840 whole entry, looked up): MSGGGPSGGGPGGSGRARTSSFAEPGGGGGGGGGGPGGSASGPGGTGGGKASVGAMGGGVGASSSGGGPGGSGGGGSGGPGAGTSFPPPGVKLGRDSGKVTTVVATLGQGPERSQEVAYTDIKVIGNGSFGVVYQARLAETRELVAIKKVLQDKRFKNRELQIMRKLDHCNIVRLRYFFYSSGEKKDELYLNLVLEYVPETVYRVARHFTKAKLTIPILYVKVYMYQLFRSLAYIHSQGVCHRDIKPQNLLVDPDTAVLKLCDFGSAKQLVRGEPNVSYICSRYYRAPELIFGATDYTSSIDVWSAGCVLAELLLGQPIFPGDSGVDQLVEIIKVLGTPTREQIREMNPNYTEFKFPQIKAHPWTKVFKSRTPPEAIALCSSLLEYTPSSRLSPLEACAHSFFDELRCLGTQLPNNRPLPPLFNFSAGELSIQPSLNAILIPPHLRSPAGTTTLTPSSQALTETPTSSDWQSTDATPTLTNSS
KLF5 inhibitor: KLF5 expression inhibitors, primary screen, DLD-1 cells, luminescence | DLD-1 KLF5 promoter-luciferase reporter | inhibition, % at 5 µM | hit rate 0.23% among 290,000;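 active means inhibition above a per-plate limit of that plate's mean compound inhibition plus 3 SD, cut at about 60% in these data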;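 further: 0% = DMSO wells and 100% = LY294002 at 200 µM; higher means less KLF5 promoter-driven luciferase light; inactives centre near -14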
GSK3B inh: human GSK3beta kinase inhibitors, primary screen, biochemical, cell-free homogeneous, HTS; GST-GSK3beta kinase, ADP-Glo luminescence, 60 min; active compounds read low; AID 2097, 2009; activity score (negative = inhibition), % at 10 µM; hit rate 0.038% among 300,000; Glycogen synthase kinase-3 beta (Homo sapiens), P49841;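 active means more than half of replicate wells score below -50%, meaning over 50% inhibition versus plate controls; inconclusive means some replicates but at most half score below -50%; inactive means no replicate scores below -50%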;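 further: 0% = median DMSO wells and -100% = median GW8510 positive control wells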
Target sequence (P49841 whole entry, looked up): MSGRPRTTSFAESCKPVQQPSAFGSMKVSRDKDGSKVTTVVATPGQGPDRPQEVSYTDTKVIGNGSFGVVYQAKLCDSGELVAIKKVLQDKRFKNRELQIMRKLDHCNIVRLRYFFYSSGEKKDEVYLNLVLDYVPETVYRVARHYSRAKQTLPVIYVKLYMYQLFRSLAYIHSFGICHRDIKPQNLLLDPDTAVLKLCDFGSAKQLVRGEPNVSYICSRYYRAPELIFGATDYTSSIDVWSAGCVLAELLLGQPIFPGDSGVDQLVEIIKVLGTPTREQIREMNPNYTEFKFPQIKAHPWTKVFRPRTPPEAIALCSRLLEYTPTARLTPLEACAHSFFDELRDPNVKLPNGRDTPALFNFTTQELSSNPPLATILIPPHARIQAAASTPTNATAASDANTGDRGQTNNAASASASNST
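Test system: GST-tagged human GSK3beta kinase, cell-free; evaluation: activity score scaled between in-plate DMSO and GW8510 controls; measured by: ADP-Glo luminescence; incubation: 60 min reaction, RT; benchmarks: DMSO and 20 µM GW8510; reagent: peptide substrate plus 25 µM ATP (final); medium: Tris/MgCl2 kinase buffer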
PolyA inh: polyadenylation inhibitors in yeast reporter cells, primary screen, luminescence, S. cerevisiae. S. cerevisiae SKY197-pL101 polyadenylation reporter, beta-gal luminescence; efflux-impaired pdr1/pdr3 knockout yeast; score 100 = 6 SD above DMSO. hit rate 0.02% among 300,000. AID 1875, 2009. calls only at 12 µM;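 active means lowest replicate activity score at least 50, where 100 means six control SD above control mean; inconclusive means lowest score under 50 but half or more replicates reach 50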;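 further: yeast exposed to compound for 9 h at 30 °C; higher score means more reporter readthrough which indicates perturbed polyadenylation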
HSF1 inh: HSF1 inhibitors in luciferase reporter cells, primary screen, cell-based, NIH3T3, luminescence. NIH3T3-HGL HSE-luciferase, MG132-induced, luminescence 8 h; active compounds read low. activity change, negative = inhibition, % at 7.5 µM (by protocol). hit rate 0.77% among 300,000. AID 2098, 2009;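 active means more than half of replicate wells show activity change below -50%, luminescence cut by over half; inconclusive means some wells, but at most half, below -50%; inactive means no replicate well below -50%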;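 further: luciferase reports HSF-1 transcriptional activity via heat shock element; 0% = median of DMSO wells and -100% = zero luminescence signal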
IEC-6 cytotox: cytotoxicity in IEC-6 intestinal epithelial cells, primary screen, cytotoxicity control for KLF5 inhibitor project, cell-based, luminescence. IEC-6 cytotoxicity, luminescence viability. inhibition, % at 5 µM. hit rate 0.78% among 290,000; in the data active means inhibition above about 22%;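 further: 0% = plate median of test compound wells and 100% = cytotoxic reference compound wells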
AI-2 QS mod: Vibrio harveyi AI-2 quorum sensing modulators, primary screen, JMH597 strain, luminescence/OD600 ratio. AID 2094, 2009. hit rate 0.4% among 300,000. activity change, % at 7.5 µM. Vibrio harveyi JMH597 AI-2 luminescence/OD600 ratio, 9 h; active compounds read low; strain lacks LuxN and CqsS sensors; 0 = neutral-control median; in the data active means activity change below about -75%, passing the limit was not always enough; inconclusive means no clear call, values can overlap the other calls;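 further: luminescence divided by OD600 gain over 9 h not by final OD600 alone; inactives centre near 13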
HSP90 inh: HSP90 inhibitors, primary screen, cell lysate, luminescence; Rabbit reticulocyte lysate, luciferase refolding luminescence, 3 h; AID 1789, 2009; inhibition, % at 5.6 µM; Heat shock protein HSP 90 (rabbit reticulocyte lysate; luciferase refolding); hit rate 0.91% among 290,000;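 active means inhibition above the screen-wide mean plus 3 SD, computed separately per campaign, cut at about 16% in these data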;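 further: 0% = DMSO wells and 100% = 60 µM geldanamycin wells; inhibitors lower the luminescence because luciferase stays unfolded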
The depositor's hits bear a star; i = inactive; u = inconclusive; x = no result given. A portion of the library; count on the stated rates, not on these rows.

Below each SMILES – HSF1 activator, HSF1 inh, aSyn UTR inh, GSK3B inh, KLF5 inhibitor, IEC-6 cytotox, HSP90 inh, AI-2 QS mod, GSK3A inh, PolyA inh
(1) S=c1[nH]nc(-c2cccnc2)n1Cc1ccccc1
  1, 0, 12, -2, -6, 2, 0, -34, 1, i
(2) CC(=O)Nc1ccccc1-c1nc2ccc(C(=O)N3CCN(c4cc(C)ccc4C)CC3)cc2[nH]c1=O
  2, -4, 21, 2, -22, 2, 0, 16, 4, i
(3) COc1cc(/C=C2\SC(=O)NC2=O)ccc1Oc1ccc([N+](=O)[O-])cc1[N+](=O)[O-]
  -3, 7, -36, -4, -36, 4, -1, 41, 2, i
(4) CCn1cc(/C=C(\NC(=O)c2ccccc2)C(=O)N2CCOCC2)c2ccccc21
  20, 6, 18, -2, -33, -1, 2, 31, x, i
(5) COc1ccc(OC)c2c1C(=O)c1ccccc1C2=O
  -2, 5, 2, -1, -12, -19, -1, 20, 0, i
(6) Cc1c(C)c2ccc(OCC(=O)Nc3cccnc3)cc2oc1=O
  35, 1, -21, -1, -27, -2, 5, 20, x, i
(7) O=C(CSCc1ccccc1Cl)NN=C1CCCCCC1
  -4, 7, -6, 1, -10, 1, 0, 17, -2, i
(8) CS(=O)(=O)N1CCCC(C(=O)Nc2ccccc2)C1 (centres undefined)
  4, -7, 17, -4, -36, -10, -5, 23, -1, i
(9) CCS(=O)(=O)c1ccc2oc(SCC(=O)N3CCCCC3)nc2c1
  -21, -9, 30, 2, 2, 2, -3, 0, x, i
(10) COc1cc(C2NC(=O)NC(C)=C2C(=O)OCc2ccc(C)cc2)cc(OC)c1O (centres undefined)
  32, 1, 22, -5, 6, 0, 2, 8, 2, i

Full records, looked up by structure:
Cc1c(C)c2ccc(OCC(=O)Nc3cccnc3)cc2oc1=O is listed as HSF1 activator = 35; HSF1 inh = 1; aSyn UTR inh = -21; GSK3B inh = -1; KLF5 inhibitor = -27; IEC-6 cytotox = -2; HSP90 inh = 5; AI-2 QS mod = 20; GSK3A inh = x; PolyA inh = i
O=C(CSCc1ccccc1Cl)NN=C1CCCCCC1 is listed as HSF1 activator = -4; HSF1 inh = 7; aSyn UTR inh = -6; GSK3B inh = 1; KLF5 inhibitor = -10; IEC-6 cytotox = 1; HSP90 inh = 0; AI-2 QS mod = 17; GSK3A inh = -2; PolyA inh = i

(next part)
Below each SMILES – HSF1 activator, HSF1 inh, aSyn UTR inh, GSK3B inh, KLF5 inhibitor, IEC-6 cytotox, HSP90 inh, AI-2 QS mod, GSK3A inh, PolyA inh
(11) O=C(Nc1ccc([N+](=O)[O-])cn1)c1cc(-c2cccc(Cl)c2)nc2ccccc12
  -5, 3, -1, 3, -10, 3, 2, 17, 0, i
(12) CS(=O)(=O)c1sc2nc(-c3cccs3)cc(-c3ccccc3)c2c1N
  -18, -14, 23, 1, -25, -5, 1, 12, -2, i
(13) Brc1ccc(-c2noc(-c3ccccn3)n2)o1
  36, 23, -2, -1, -92, 1, 11, 12, 9, i
(14) Cc1nnc(N2CCCCC2)c2ccccc12
  12, -7, 22, -2, -13, 8, -2, 35, x, i
(15) O=C(CSc1nc(-c2ccco2)cc(C(F)(F)F)n1)NN1CCOCC1
  7, -3, 20, -1, -17, -2, 3, 25, 2, i
(16) CCCCOc1ccc(C(=O)NNC(=S)NC(=O)CC)cc1
  -20, -16, 85*, 1, -11, 3, -2, u, -3, i
(17) Cc1ccccc1OCC(=O)NCCNC(=O)c1ccncc1
  4, -6, 2, -2, 1, -11, 1, 13, 0, i
(18) Oc1cc(-c2ccccc2)c2ccccc2c1
  157*, 117, 19, 3, -27, -8, 0, 11, -1, i
(19) O=C(c1ccoc1)N1CCCC(CO)(CCCc2ccccc2)C1 (centres undefined)
  10, 1, 4, 1, -43, -5, -2, 26, -1, i
(20) Cc1ccc(O)c(NC(=O)CSc2n[nH]c(-c3ccccc3)n2)c1
  109*, 120, -46, 1, -56, 0, -5, 9, 0, i

Entries above that contain a nitro group on carbon (2):
Below each SMILES – HSF1 activator, HSF1 inh, aSyn UTR inh, GSK3B inh, KLF5 inhibitor, IEC-6 cytotox, HSP90 inh, AI-2 QS mod, GSK3A inh, PolyA inh
(3) COc1cc(/C=C2\SC(=O)NC2=O)ccc1Oc1ccc([N+](=O)[O-])cc1[N+](=O)[O-]
  -3, 7, -36, -4, -36, 4, -1, 41, 2, i
(11) O=C(Nc1ccc([N+](=O)[O-])cn1)c1cc(-c2cccc(Cl)c2)nc2ccccc12
  -5, 3, -1, 3, -10, 3, 2, 17, 0, i

More records:
Below each SMILES – HSF1 activator, HSF1 inh, aSyn UTR inh, GSK3B inh, KLF5 inhibitor, IEC-6 cytotox, HSP90 inh, AI-2 QS mod, GSK3A inh, PolyA inh
(21) CCOc1ccc(S(=O)(=O)N2CCC(C(=O)NCc3cccnc3)CC2)cc1Cl
  -1, -1, 38, 1, -6, 5, -1, 12, 0, i
(22) CC(C)CCNC(=O)C(c1ccncc1)N(Cc1cccs1)C(=O)Cn1nnc(-c2ccc(F)cc2)n1 (centres undefined)
  6, 15, 29, 0, -6, 1, -1, 18, -2, i
(23) Fc1ccc(Sc2cc(Cl)c(-c3ccccc3)nn2)cc1
  4, -4, -10, -1, 2, 0, 0, 16, -3, i
(24) O=[N+]([O-])c1ccc(Nc2ccccc2)c2nonc12
  -10, -4, 11, -9, -25, 2, 0, 24, 10, i
(25) CCNc1cc(Nc2c(C)n(C)n(-c3ccccc3)c2=O)c([N+](=O)[O-])c2nonc12
  1, -3, 18, -2, -23, 2, -3, 45, 1, i
(26) OCC1(Cc2cccc(C(F)(F)F)c2)CCN(Cc2cc3ccccc3o2)CC1
  89*, 43, 13, 0, 4, -1, 1, 20, -2, i
(27) O=C(NCC(c1ccco1)N1CCN(c2ccccc2F)CC1)OCc1ccccc1 (centres undefined)
  49, 11, -40, 1, 8, 3, 4, 40, 1, i
(28) Cc1ccc(C(=O)CN2/C(=C(\O)c3ccccc3)C(=O)c3ccccc3S2(=O)=O)c(C)c1
  1, -12, 16, 0, -12, -6, 40*, 15, -1, i
(29) COCC(O)CSc1nc(C)[nH]c1[N+](=O)[O-] (centres undefined)
  -14, -11, -14, -2, -16, 4, 1, 1, 14, i
(30) Cc1cc(C(=O)CSc2nc3ccccc3n2C)c(C)n1C
  26, 17, -5, -1, -19, -2, 2, 7, -4, i

Next entries:
Below each SMILES – HSF1 activator, HSF1 inh, aSyn UTR inh, GSK3B inh, KLF5 inhibitor, IEC-6 cytotox, HSP90 inh, AI-2 QS mod, GSK3A inh, PolyA inh
(31) Cc1ccc(SC(=O)c2c(C)noc2-c2cc(C)on2)cc1
  3, 2, 14, 2, -10, -2, 2, 7, -10, i
(32) N#Cc1ccc(NC(=O)COC(=O)C2=COCCO2)cc1
  8, 2, -9, -3, 4, 2, 4, -28, -5, i
(33) COc1ccc(C(=O)NC2CCCCC2)cc1S(=O)(=O)N1CCCC1
  -7, 0, 8, -3, -3, 4, 1, 0, 0, i
(34) Cc1nn(-c2ccccc2)nc1CNC(=O)C(C)Cc1ccccc1 (centres undefined)
  -22, -8, -3, -8, -17, 0, -1, 4, -3, i
(35) C=C1CCC(OC(C)=O)C2(C)CCC3C(C)C(=O)OC3C12O (centres undefined)
  11, 8, -21, 3, -17, 2, -2, 12, 0, i
(36) COCCn1c(=O)[nH]c2cc(C(=O)Nc3cccc(C(C)=O)c3)ccc2c1=O
  -5, -5, -5, 5, -11, 2, -1, 22, 1, i
(37) O=C(Nc1ccccc1C(=O)NCc1ccco1)c1ccco1
  -8, -2, -18, 2, -7, -4, -3, 23, 3, i
(38) COc1c(OC(C)=O)ccc(/C=C/c2ccc3ccccc3n2)c1[N+](=O)[O-]
  65*, 33, -209, x, -115, 1, -2, x, -5, i
(39) Cc1nn(C(=O)c2nn(C)cc2[N+](=O)[O-])c(C)c1Br
  -11, -4, -2, 0, -14, -11, -4, 15, 0, i
(40) COc1ccc(C(C)=O)cc1CSCc1cc(C(C)=O)ccc1OC
  7, 3, -3, 10, -36, 2, 3, 8, -3, i
(41) O=C(NCCCn1ccnc1)c1csc2ccccc12
  -4, -6, -38, 2, -10, -1, 1, 14, 0, i
(42) COCCC(=O)N1CCC(Oc2ccc(C(=O)N3CCC(N(C)C)C3)cc2)CC1 (centres undefined)
  2, -10, 14, -1, -4, 2, 0, 9, 0, i
(43) O=S1(=O)N=C(N/N=C/c2cccs2)c2ccccc21
  6, -5, -7, 1, -29, 2, -3, 54, -3, i

Rewritten bar-delimited: entries from further up.
No. | Structure | HSF1 activator | HSF1 inh | aSyn UTR inh | GSK3B inh | KLF5 inhibitor | IEC-6 cytotox | HSP90 inh | AI-2 QS mod | GSK3A inh | PolyA inh
34 | Cc1nn(-c2ccccc2)nc1CNC(=O)C(C)Cc1ccccc1 (centres undefined) | -22 | -8 | -3 | -8 | -17 | 0 | -1 | 4 | -3 | i
35 | C=C1CCC(OC(C)=O)C2(C)CCC3C(C)C(=O)OC3C12O (centres undefined) | 11 | 8 | -21 | 3 | -17 | 2 | -2 | 12 | 0 | i

Screening data (PubChem)
